Compound activity (PubChem BioAssay)
Growth percent in the NCI-60 one-dose screen (48 h, 10 µM unless noted): 100 = growth as untreated, 0 = no growth, -100 = all killed.
A498: A498 renal cancer cells; 76,000 tested, 5.4% active; AID 1794774
TK-10: TK-10 renal cancer cells | 81,000 tested, 3.9% active | AID 1794769
ACHN: ACHN renal cancer; 81,000 tested, 4.9% active
RXF 393: RXF 393 renal cancer cells | 77,000 tested, 6.9% active | AID 1794773
CAKI-1: CAKI-1 renal cancer; 75,000 tested, 4.7% active
786-0: 786-0 renal cancer cells | AID 1794775 | 81,000 tested, 5.1% active
UO-31: UO-31 renal cancer. AID 1794768. 81,000 tested, 5.2% active
SN12C: SN12C renal cancer cells | AID 1794767 | 81,000 tested, 3.8% active
An asterisk follows results filed as active; · = no result given; & = joins results of further samples; ! = repeats disagree. The calls were made as follows: active = growth percent below 10; inactive = the rest.

Sample of the layout:
Below each compound – A498	SN12C	TK-10	ACHN	786-0	CAKI-1	UO-31	RXF 393
O=C(NNc1nc(NCCc2c[nH]c3ccccc23)nc(N2CCN(C(c3ccccc3)c3ccccc3)CC2)n1)c1ccccc1
  ·	86	132	74	88	71	57	100
N=C(N)SCc1csc(N)n1
  99	98	110	91	115	·	67	118

The listing (from the top)
Below each compound – A498	SN12C	TK-10	ACHN	786-0	CAKI-1	UO-31	RXF 393
O=C(NNc1nc(NCCc2c[nH]c3ccccc23)nc(N2CCN(C(c3ccccc3)c3ccccc3)CC2)n1)c1ccccc1
  ·	86	132	74	88	71	57	100
N=C(N)SCc1csc(N)n1
  99	98	110	91	115	·	67	118
COC(=O)CCCCCCCC(C)=O
  117	94	100	95	99	92	82	104
O=C(O)CNC(=O)CCc1nc2c(=O)[nH]c(=S)[nH]c2[nH]c1=O
  113	101	102	104	103	96	85	112
CCOC(=O)c1cnn2c(SC)ncnc12
  85	105	103	97	105	94	83	102
Fc1ccc2c(c1)Sc1ccccc1N2
  89	98	91	103	93	81	89	109
COc1cc(NN=C(c2ccc(O)cc2)c2ccc(O)cc2)c([N+](=O)[O-])cc1[N+](=O)[O-]
  125	90	93	42	-30*	97	-66*	-34*
O=C(CC1(O)C(=O)Nc2c(Cl)ccc(Cl)c21)c1ccc(Cl)cc1Cl (configuration not stated)
  80	104	105	107	102	94	86	95
COc1cc(C2=NN(C=O)C(c3cccc(Nc4ccnc5cc(Cl)ccc45)c3)C2)cc(OC)c1OC (configuration not stated)
  62	77	88	86	65	·	69	72
COc1ccc(-c2ccc3c(c2)sc2nc(-c4ccc(F)cc4)cn23)cc1
  77	88	76	93	76	100	81	99
C=CC(=O)Nc1ccc(Nc2nccc(-c3ccc(N4CCCC4)c(C#N)c3)n2)cc1
  -37*	41	26	20	-67*	19	21	-55*
N#Cc1nc(C(c2ccccc2)c2ccccc2)oc1NCc1ccc2c(c1)OCO2
  97	94	81	86	85	·	59	90
COc1c(Br)c(=O)n(C)c(=O)n1C
  115	104	99	105	101	96	82	123
Cc1cnnc(N)n1
  110	98	118	97	114	107	98	·
CC1CCC(C(C)(C)[N+](C)(C)C)CC1 (configuration not stated)
  87	102	96	105	96	103	95	111

Five of the compounds above, tab-delimited.
smiles	A498	SN12C	TK-10	ACHN	786-0	CAKI-1	UO-31	RXF 393
O=C(O)CNC(=O)CCc1nc2c(=O)[nH]c(=S)[nH]c2[nH]c1=O	113	101	102	104	103	96	85	112
CCOC(=O)c1cnn2c(SC)ncnc12	85	105	103	97	105	94	83	102
Fc1ccc2c(c1)Sc1ccccc1N2	89	98	91	103	93	81	89	109
COc1cc(NN=C(c2ccc(O)cc2)c2ccc(O)cc2)c([N+](=O)[O-])cc1[N+](=O)[O-]	125	90	93	42	-30*	97	-66*	-34*
O=C(CC1(O)C(=O)Nc2c(Cl)ccc(Cl)c21)c1ccc(Cl)cc1Cl (configuration not stated)	80	104	105	107	102	94	86	95

Going on with the list.
Below each compound – A498	SN12C	TK-10	ACHN	786-0	CAKI-1	UO-31	RXF 393
CSc1nc2sc3c(c2c(=O)n1-c1ccc([N+](=O)[O-])cc1)CCCCC3
  80	88	93	67	96	71	91	84
Cc1noc(C)c1CSc1ccccc1C(=O)N1CCN(c2cccc(C(F)(F)F)c2)CC1
  77	80	91	85	88	69	67	100
O=C(Cc1csc2[n+]1C(=O)/C(=C/c1cccc([N+](=O)[O-])c1)S2)Nc1ccccc1
  74	100	127	88	97	92	71	96
C/C(=N\NC(=O)/C=C/CC(=O)O)c1nnn(-c2ccc([N+](=O)[O-])cc2)c1C
  110	101	94	104	101	92	88	106
COc1cc2nc3sc4c(n3c(=O)c2cc1OC)C(=O)N(c1ccc(C(=O)OC(C)C)cc1)C4=O
  114	86	130	106	72	94	67	92
CCOc1ccc(OCc2ccc(C(=O)NCC3CCCO3)o2)cc1 (configuration not stated)
  88	99	100	100	100	88	90	120
c1cc2n(c1)CCc1cnc(NC3CCCCC3)nc1-2
  84	101	125	94	95	86	76	108
COc1cc(OC)c(/C=C/c2c3ccccc3cc[n+]2C)c(OC)c1
  37	14	42	72	63	68	75	·
CCCCN(CCCC)CCC(C)(O)c1cc2ccccc2c2ccccc12 (configuration not stated)
  83	·	104	97	103	88	51	88
COc1ccc(OC)c(/C=C2\Oc3cc(OCCN4CCCC4)ccc3C2=O)c1
  78	93	110	93	94	80	74	·
CCCCC(CC)COC1CCC=CO1 (configuration not stated)
  103	109	103	108	102	·	72	131
C/C=C/[C@@H]1C=C[C@@H]2C[C@H](C)CC[C@H]2[C@]1(C)/C(O)=C1/C(=O)[C@H](CO)N(C)C1=O
  44	46	68	74	47	·	56	65
Cc1nn(-c2ccccc2)c(-n2ccnc2)c1/C=N/Nc1nc(-c2ccc(F)cc2)cs1
  72	80	98	79	106	80	51	88
CC(C)=CCc1cc(/C=C2\OC(=O)C(c3cc4c(cc3O)OC(C)(C)CC4)=C2O)ccc1O
  106	95	121	103	117	105	96	115
Nc1[nH]n2cc(-c3ccc(F)cc3)nc2c1N=Nc1ccc(S(N)(=O)=O)cc1
  40	69	84	52	68	47	58	60

Below each compound – A498	SN12C	TK-10	ACHN	786-0	CAKI-1	UO-31	RXF 393
C=CCN1C(=O)c2cccc3c(N4CCOCC4)ccc(c23)C1=O
  -57*	17	-13*	19	26	-39*	-3.1*	-30*
C(#Cc1ccccc1C#Cc1ccccn1)c1ccc(OCCCCCCOc2ccc(C#Cc3ccccc3C#Cc3ccccn3)cc2)cc1
  58	68	76	44	29	58	·	46
CCCC(N)(C(=O)O)C1CCCC1 (configuration not stated)
  82	99	108	100	101	98	85	109
Cn1c(N2CCCCC2)nc(-c2ccc([N+](=O)[O-])cc2)c(C#N)c1=O
  83	99	114	92	105	94	86	120
S=C(S)Nc1ccc(Cc2ccc(NC(=S)S)cc2)cc1
  ·	96	99	106	104	81	67	109
CC(C)C(=O)C(C)(C)CCc1cccnc1
  102	106	99	97	108	94	96	128
Brc1cccc(OCCCCn2ccnc2)c1
  42	90	84	86	93	72	76	70
O=C(CCn1c[n+](CC(=O)c2ccc(F)cc2F)c2ccccc21)Nc1cccc2cccnc12
  94	99	101	100	100	104	95	104
O=C(Nc1ccc2c(c1)C(=O)c1ccccc1-2)c1ccccc1
  66	57	47	64	52	75	70	99
CC(C)(C)c1ccc(OCC(=O)O)cc1
  114	103	101	104	98	71	108	112
O=C(NNc1ccccc1)C1CCC(=O)N1Cc1ccccc1 (configuration not stated)
  108	93	88	58	94	43	73	120
CCOC(=O)c1c(C)cc(=O)oc1C
  ·	99	121	104	103	·	89	109
CCOC(=O)NC(N)=O
  104&101	98&103	88	103&100	101&97	101&99	95&87	114
O=[N+]([O-])c1cc2c(ccc3occc32)o1
  -5.9*	32	36	4.1*	71	-20*	23	-2.6*
c1ccc(C(c2ccccc2)c2nn3c(-c4cccnc4)nnc3s2)cc1
  67	68	113	51	84	53	49	90

Below each compound – A498	SN12C	TK-10	ACHN	786-0	CAKI-1	UO-31	RXF 393
S=c1nc(-c2ccccc2)c(-c2ccccc2)n[nH]1
  105	81	111	103	119	109	88	116
CCN(CC)CCOC(=O)C(c1ccccc1)C1(O)CCCC(C)C1 (configuration not stated)
  63	100	100	101	108	99	82	101
Cn1ccc2c(cnc3ccccc32)c1=O
  ·	96	109	93	·	84	74	108
CCN1CCN(C(=O)[C@]23CC[C@@H](C)[C@H](C)[C@H]2C2=CC[C@@H]4[C@@]5(C)C/C(=C/c6cc(C(F)(F)F)cc(C(F)(F)F)c6)C(=O)C(C)(C)[C@@H]5CC[C@@]4(C)[C@]2(C)CC3)CC1
  108	95	114	101	95	74	78	103
CC(=O)OCC1(C)OC(=O)N(Cc2ccc(F)cc2)C1=O (configuration not stated)
  103	110	113	105	97	94	92	103
C=CCNC(=O)OC(C)C
  105	107	108	99	111	85	96	103
Cn1c2c(Cl)c(Cl)ccc2c2c(C#N)c[nH]c(=O)c21
  90	96	119	93	97	71	90	97
CCN(CC)CC1CO1 (configuration not stated)
  122	99	98	101	103	102	90	119
Oc1c(Cl)cc(Cl)cc1Sc1cc(Cl)cc(Cl)c1O
  70&42&54	-27*!	-11*!	105&15	104&48	63&12&18	85&37&73	88&16&91
Cn1cnc2c(NCCO)ncnc21
  91	100	89	·	100	·	91	110
CC(C)=COC(=N)C(N)=O
  94	95	·	105	102	102	87	98
O=C1CCc2c(sc3[nH]c(=S)n(-c4ccccc4)c(=O)c23)C1
  117	100	106	107	101	98	86	102
COc1ccc(CNc2ncnc3sc(-c4ccc(NC(C)=O)cc4)cc23)cc1
  94	94	106	88	93	75	94	·
Cc1ccc(-c2c(C#N)c(N)n(-c3cc(C)ccn3)c(=O)c2C#N)cc1
  79	104	·	96	101	·	90	96
N#Cc1c(-c2ccc(Cl)cc2)cc(-c2cccc(OCC(=O)O)c2)[nH]c1=O
  92	92	110	106	99	92	89	104

Below each compound – A498	SN12C	TK-10	ACHN	786-0	CAKI-1	UO-31	RXF 393
COc1ccc(/C=C2\N=C3N(NC(=O)N3c3ccccc3)C2=O)cc1
  88	94	100	73	94	76	88	102
Cn1ncc2c(Nc3ccccc3Cl)nc(Nc3ccccc3Cl)nc21
  91	93	132	90	107	92	83	85
O=C(c1ccccc1)N1c2ccccc2CC1c1c[nH]c2ccccc12 (configuration not stated)
  99	94	84	99	93	88	66	112
O=C(CN1CCCCCC1)Nc1nc2ccc(NCc3ccccc3)cc2s1
  93	82	96	81	95	78	72	94
Cc1nc2c(=O)[nH]c(=O)[nH]c2c(=O)[nH]1
  94	110	90	101	106	96	85	106
Cc1cccc(C(=O)N(C(=O)c2cccc(C)c2)N(C)C)c1
  93	93	99	96	95	96	77	102
COc1c(O[C@@H]2OC(CO)[C@H](O)[C@H](O)C2O)cc2oc3cc(O[C@H]4O[C@H](CO)[C@@H](O)C(O)C4O)c(CC=C(C)C)c(O)c3c(=O)c2c1CC=C(C)C (some centres not stated)
  99	92	100	105	101	104	87	118
C=C(C)[C@@H]1CC=C2c3sc(-c4ccccc4)nc3C[C@@H](C)[C@]2(C)C1
  107	94	149	98	105	84	73	105
O=C(NC1=Nc2ccccc2C(=O)NN1)c1cccnc1
  90	94	114	98	108	98	85	105
CCOC(=O)c1ccc2n1CCc1cnc(NC3CCCC3)nc1-2
  75	97	95	104	98	95	99	106
COC(=O)C1CCN(c2ncnc3cc(OC)c(OC)cc23)CC1
  96	103	·	100	99	·	86	108
COc1ccc(NC(=O)Cn2c(/C=C/c3ccc([N+](=O)[O-])cc3)nc3ccccc3c2=O)cc1
  86	62	26	52	9.3*	63	23	-58*
C[C@H]1[C@H](C)CC[C@]2(C(N)=O)CC[C@]3(C)C(=CC[C@@H]4[C@@]5(C)CCC(=O)C(C)(C)[C@@H]5CC[C@]43C)[C@H]12
  ·	101	101	101	100	92	94	109
Oc1ccccc1/C=N/NC(=S)NC1CC2C=CC1C2 (configuration not stated)
  96	93	103	74	83	67	50	68
CC(=O)c1ccc(NC(=O)Nc2ccc(S(=O)(=O)Nc3ccc(Cl)nn3)cc2)cc1
  84	98	119	103	108	93	79	117
O=C(CCCC(=O)Nc1ccccc1O)Nc1ccc(N2CCN(c3ccccc3)CC2)cc1
  90	111	105	105	105	96	74	130
COC1=NC2=NCCN2C(OC)=N1
  78	102	101	107	107	93	92	110

Individual results from the entries so far:
A498 result of `O=C(Nc1ccc2c(c1)C(=O)c1ccccc1-2)c1ccccc1` reads 66
ACHN result of `c1ccc(C(c2ccccc2)c2nn3c(-c4cccnc4)nnc3s2)cc1` reads 51

Outcome played no part in choosing rows; 10% or so of the library scored in one or more.
